Bioassay records: PubChem, NCI
NCI-60 one-dose screen, 48 h, at 10 µM unless noted. Numbers give growth in % (100 = growth as untreated, 0 = no growth, -100 = all killed).
HS 578T: HS 578T breast cancer; AID 1794788; actives 4.1% (n = 78,000)
LOX IMVI: LOX IMVI melanoma | actives 7.4% (n = 79,000)
BT-549: BT-549 breast cancer | actives 4.4% (n = 78,000)
T-47D: T-47D breast cancer; actives 5% (n = 79,000); AID 1794792
MDA-MB-468: MDA-MB-468 breast cancer. actives 8.5% (n = 78,000)
MCF7: MCF7 breast cancer; actives 6.3% (n = 82,000); AID 1794796
MALME-3M: MALME-3M melanoma; actives 5.8% (n = 78,000)
MDA-MB-231: MDA-MB-231 breast cancer; actives 5% (n = 81,000); AID 1794789
Numbers without * were called inactive; x = not tested or not shown; & = joins results of further samples; [ ] = another dose, or the depositor's remark. Rule for the calls: active = growth percent below 10; inactive = the rest.

SMILES | HS 578T | LOX IMVI | BT-549 | T-47D | MDA-MB-468 | MCF7 | MALME-3M | MDA-MB-231
Oc1cccc(-c2ccccc2)c1 | 116 | 93 | 112 | 105 | 104 | 101 | 114 | 89
O=C1/C(=C/c2cn(Cc3ccccc3)c3ncccc23)N2CCC1CC2 | 96 | 88 | 93 | 69 | 88 | 91 | 87 | 82
O=C1NP(=O)(Cc2nc3ccccc3c(=O)[nH]2)Nc2ccccc21 (stereo unspecified) | 104 | 100 | 97 | 99 | 103 | 99 | 99 | 89
C/C(=C\c1ccn(-c2ccccc2N)n1)[C@@H]1C[C@@H]2O[C@]2(C)CCC[C@H](C)[C@H](O)[C@@H](C)C(=O)C(C)(C)[C@@H](O)CC(=O)O1 | 7.1* | 29 | 15 | 36 | 0.0* | 19 | 42 | 22
CCCC1=NNC(=O)C1(Br)Br | 132 | 104 | 98 | 98 | 103 | 89 | 102 | 121
O=c1cccc2n1C[C@H]1CNCC2C1 | 62 | 50 | 50 | 41 | 52 | x | 37 | 77
Cc1ccc(S(=O)(=O)n2cc(C=C3C(=O)N(C)C(=O)N(C)C3=O)c3ccccc32)cc1 | 95 | 79 | 95 | 84 | 94 | 95 | 80 | 83
COP(N)(=S)Oc1cc(Cl)c(Cl)cc1Cl (stereo unspecified) | 103 | 102 | x | 104 | 105 | 101 | 82 | 117
OB(O)c1ccc(Cl)cc1 | 91 | 95 | 103 | 101 | 112 | 92 | 101 | 106
C1CCC2C(C1)NC1CCCCC12 (stereo unspecified) | 110 | 103 | 103 | 100 | 111 | 96 | 119 | 114
C[N+](C)(C)Cc1cccc(C(F)(F)F)c1 | 99 | 101 | 104 | 98 | 91 | 97 | 103 | 114
C[C@]12CC[C@H](S)CC1=CC[C@@H]1[C@@H]2CC[C@]2(C)C(=O)CC[C@@H]12 | 100 | 104 | 109 | 97 | 93 | 107 | 107 | x
CC1=C(CCCOC(=O)[C@H](N)CC(C)C)C2=C(C)C3(CC3)[C@@](C)(O)C(=O)C2=C1 | 79 | 42 | -9.7* | 5.2* | -62* | 38 | -45* | 11
C=CC(=O)NC(C)(C)CC(C)=O | 118 | 99 | 97 | 112 | 103 | 94 | 114 | 99
CNC(=O)Oc1cccc(N(C)C)c1 | 108 | 97 | 94 | 104 | 93 | 94 | 101 | 93
Cc1ccc(S(=O)(=O)n2cc([C@@]3(O)C[C@H](CI)OC3=O)c3ccccc32)cc1 | 99 | 80 | 99 | 81 | x | 149 | 102 | 90
O=C1C=CC2CC1(O)C1CCCCN1O2 (stereo unspecified) | 101 | 100 | 98 | 96 | 98 | 98 | 100 | 112
CC(C)=CC1C(C(=O)OCc2cccc(Oc3ccccc3)c2)C1(C)C (stereo unspecified) | 101 | 93 | 100 | 81 | 100 | x | 88 | 90
CCN(CC)C(=S)Cl | 107 | x | 121 | 104 | 103 | 101 | 108 | 111
NC(=O)NNc1ccc([N+](=O)[O-])cc1[N+](=O)[O-] | 122 | 105 | x | 102 | 102 | 96 | 115 | 113
CCOP(=O)(OCCCl)C(NC(=O)c1ccc(C)cc1)=C(Cl)Cl (stereo unspecified) | 88 | x | 111 | 92 | 96 | 97 | 101 | 101
CCC(c1ccc(OC)cc1)C(CN(CCCl)CCCl)c1ccc(OC)cc1 (stereo unspecified) | 109 | 91 | 104 | 97 | 93 | 84 | 96 | 107
COCCCCn1cc(C(=O)C2C(C)(C)C2(C)C)c2ccccc21 | 99 | 91 | 100 | 105 | 101 | 94 | 85 | 100
CC(C)N(CCC(C(N)=O)(c1ccccc1)c1ccccc1)C(C)C | 95 | 97 | 114 | 91 | 106 | 97 | 108 | 99
NNP(=O)(c1ccccc1)c1ccccc1 | 97 | 99 | 109 | 106 | 88 | 92 | 86 | 105
COc1ccc(-c2nc3c(s2)CC[C@@]2(C)C3=CC[C@@H]3[C@@H]2CC[C@]2(C)C(=O)CC[C@@H]32)cc1 | 94 | 96 | 100 | 98 | 103 | 87 | 117 | 108
O=S(=O)(Oc1ccc(Cl)cc1)c1ccc(Cl)cc1 | 112 | 107 | x | 92 | 118 | 103 | 106 | 114
C/C(=N/N=C(N)N)c1cccnc1 | 94 | 93 | 96 | 90 | 82 | 94 | 99 | 95
Cc1cc(C(C)(C)C)ccc1O | 100 | 95 | 109 | 103 | 99 | 101 | 104 | 118
C=CC(=O)OCCN(C)C | 115 | 98 | 119 | 110 | 124 | 95 | x | 107
CCCCN1CCCC[C@@H]1C(=O)N[C@H](C(=O)N(C)[C@H](C[C@@H](OC(C)=O)c1nc(C(=O)NC2CCC(C(=O)OC)CC2)cs1)C(C)C)C(C)C (stereo partly specified) | 14 | 36 | 40 | 27 | 17 | 25 | 44 | 46
CNC(=O)Oc1cc2c(cc1C(C)(C)C)CCC2 | x | 96 | 105 | 95 | 114 | 96 | 118 | 118
Nc1nc(N)c(-c2ccc(Cl)cc2)c(COc2ccc(NC(=O)c3cccc(S(=O)(=O)F)c3)cc2)n1 | 117 | 93 | 84 | 107 | 90 | 80 | 86 | 107
O=C1C=C(Cl)C(=O)C=C1Cl | 103 | 96 | 103 | 82 | x | 106 | 102 | 102
N#CC(C#N)=C(C#N)C#N | 103 | 52 | 104 | 96 | 102 | 98 | 108 | 106
OC(c1cccc(Cl)c1)C(Cl)(Cl)Cl (stereo unspecified) | 106 | 87 | 103 | 85 | 75 | 102 | 125 | 95
CC1(C)CN=C(NN=C(/C=C/c2ccc(C(F)(F)F)cc2)/C=C/c2ccc(C(F)(F)F)cc2)NC1 | -38* | x | -17* | -86* | -84* | -100* | -59* | -83*
CC(CO)NC1CCCCC1 (stereo unspecified) | 115 | 94 | 106 | x | 107 | 109 | 103 | 91
O=[N+]([O-])c1cc([N+](=O)[O-])c(Nn2c3ccccc3c3ccccc32)c([N+](=O)[O-])c1 | 5.4* | 7.5* | -27* | -17* | -8.4* | 2.3* | -16* | -6.8*
CC(=O)O[C@H]1C(=O)[C@@]2(C)[C@H]([C@H](OC(=O)c3ccccc3)[C@]3(O)C[C@H](OC(=O)[C@H](OC(=O)OC[C@@H]4COC(C)(C)O4)[C@@H](NC(=O)c4ccccc4)c4ccccc4)C(C)=C1C3(C)C)[C@]1(OC(C)=O)CO[C@@H]1C[C@@H]2O | 2.3* | x | 12 | 26 | -7.9* | 11 | 29 | 2.5*
CC(C)c1cc([N+](=O)[O-])cc([N+](=O)[O-])c1O | 101 | 94 | 96 | 97 | 97 | 93 | 137 | 100
O=C1CC(c2ccccc2)CO1 (stereo unspecified) | 101 | 98 | 113 | x | 103 | 97 | 94 | x
Cc1ccc2[nH]c(=S)n(-c3ccccc3)c(=O)c2c1 | 98 | 92 | 114 | 91 | 88 | 85 | 92 | 105
O=C1CC(O)CO1 (stereo unspecified) | 112 | 89 | 121 | 101 | 103 | 106 | 123 | 109
CCOC(=O)C(Cl)CCl (stereo unspecified) | x | 100 | 106 | 93 | 107 | 89 | 110 | 108
CCOC1=C(N2CC2)C(=O)C(OCC)=C(N2CC2)C1=O | 110 | 93 | 104 | 102 | 106 | 109 | 111 | 101
COCCOCCOC(=O)CBr | 97 | 100 | 110 | 89 | 102 | 96 | 103 | 108
O=C1OCC2=C1C(c1ccccc1)c1cc3c(cc1N2)OCO3 (stereo unspecified) | 43 | 26 | -5.6* | 63 | -9.0* | 16 | 58 | -1.7*
CC1=NNC(=O)C1(Br)Br | 95 | 103 | 96 | 85 | 124 | 91 | 79 | 94
S=c1nc2[se]c3c(c2c(Nc2ccc(Cl)cc2)[nH]1)CCCCC3 | 98 | 91 | 102 | 91 | 94 | 92 | 115 | 89
Next part.
SMILES | HS 578T | LOX IMVI | BT-549 | T-47D | MDA-MB-468 | MCF7 | MALME-3M | MDA-MB-231
O=C(/C=C/c1ccc([N+](=O)[O-])cc1)c1nc2ccccc2n1Cc1ccc(Br)cc1 | x | x | 85 | 89 | 100 | 82 | 98 | x
C1CCC(NCC2CCCO2)CC1 (stereo unspecified) | 111 | 98 | 112 | 94 | 111 | 103 | 93 | 96
ClCc1ccccc1 | 100 | 100 | x | 110 | 100 | 102 | 116 | 115
O=C([Se]C1C=CCCC1)c1ccc(C(=O)[Se]C2C=CCCC2)s1 (stereo unspecified) | x | x | -66* | -48* | -96* | -37* | -86* | x
C1=C(N2CCCC2)CCCC1 | 91 | 101 | x | 117 | 95 | 96 | 103 | 102
Clc1ccc(N2CCNCC2)cc1 | x | 85 | 99 | 91 | 100 | 92 | 101 | 105
O=C(NC(Cl)=C(Cl)Cl)P(=O)(c1ccccc1)c1ccccc1 | 113 | 101 | 109 | 105 | 101 | 97 | 104 | 99
O=C1NC(=O)C(=Cc2ccccc2)C(=O)N1 | 103&119 | 97&94 | 116&106 | 105&95 | 115&96 | 102&145 | 109&96 | 110&96
CC12CCC3C(CCC4=CC(=O)CCC43C)C1C/C(=C\c1ccc(OCC(=O)N3CCCC3)cc1)C2=O (stereo unspecified) | x | 57 | 36 | 40 | 49 | 76 | 84 | 77
CCCC[C@H](NC(=O)[C@H]1CCCCN1C)C(=O)N(C)[C@H](C[C@@H](OC(C)=O)c1nc(C(=O)N[C@@H](Cc2ccccc2)C[C@H](C)C(=O)OCC)cs1)C(C)C | 12 | 18 | -26* | 39 | 31 | x | 37 | 5.5*
CC1CCCC(C)[N+]1(C)CCC(C(N)=O)(c1ccccc1)c1ccccc1 (stereo unspecified) | 100 | 98 | 98 | 102 | 101 | 94 | 86 | 103
NC(=NC1CCCCC1)NC(=O)NC1CCCCC1 | 106 | 100 | 94 | 88 | 93 | 95 | 109 | 95
CC1=C(CCCOC(=O)CN)C2=C(C)C3(CC3)[C@@](C)(O)C(=O)C2=C1 | 94 | 89 | 66 | 64 | 20 | 71 | 114 | 95
N[C@@H](CCC(=O)CCl)C(=O)O | 109[20 µM] | 97[20 µM] | 108[20 µM] | 93[20 µM] | 102[20 µM] | 88[20 µM] | 93[20 µM] | 92[20 µM]
O=C(COc1ccc([N+](=O)[O-])cc1)Nc1cccc(S(=O)(=O)F)c1 | 94 | 88 | 90 | 72 | 88 | 86 | 84 | 107
COc1ccc(C(O)(c2ccccc2)c2ccncc2)cc1 (stereo unspecified) | 99 | 91 | 89 | 88 | 71 | 67 | 82 | 98
COC(=O)[C@H]1[C@@H](O)[C@@]2(O)c3c(OC)cc(OC)cc3O[C@@]2(c2ccc(OC)cc2)[C@@H]1c1ccccc1 | -5.5* | -39* | -18* | -12* | -16* | -0.9* | -22* | -5.5*
O=C(O)c1cc(Cl)ccc1Cl | 105 | 103 | 108 | x | 122 | 100 | 137 | 94
CC(N)C(=O)c1ccccc1 (stereo unspecified) | 102 | 99 | 101 | 99 | 97 | 97 | 103 | 111
COc1ccc2nc(-n3nc(C)c4c3NC(=O)CSC4c3ccc4c(c3)OCO4)sc2c1 (stereo unspecified) | 88 | 86 | x | x | 89 | 68 | 101 | 66
CC1=C(C)C(=O)O[C@@H]([C@](C)(O)[C@]2(O)CC[C@@]3(O)[C@@H]4C[C@H]5O[C@]56CC=CC(=O)[C@]6(C)[C@H]4CC[C@]23C)C1 | 9.6* | -55* | -24* | 0.8* | -26* | -16* | -4.6* | 30
C[C@]12CC[C@H]3[C@@H](CCC4=CC(=O)CC[C@@H]43)[C@@H]1CC[C@@H]2OC(=O)N(CCCl)N=O | 70 | 39 | 67 | 54 | -22* | 58 | 92 | 76
CN(C)c1ccc(/C=N/N=C(/N)N[N+](=O)[O-])cc1 | 67 | 95 | 98 | x | 109 | 91 | 89 | x
C[C@]12CC(C(O)C(F)(F)F)C(=O)C[C@@H]1CC[C@@H]1[C@@H]2CC[C@]2(C)[C@@H](O)CC[C@@H]12 (stereo partly specified) | 103 | 96 | 98 | 97 | 99 | 121 | 118 | 103
CC12CCC3c4ccc(OP(=O)(N5CC5)N5CC5)cc4CCC3C1CCC2=O (stereo unspecified) | 125 | 90 | 104 | 100 | 104 | 118 | 89 | 97
CN1C2CCC1CC(O)C2 (stereo unspecified) | 100 | 94 | 113 | 99 | 123 | 102 | 112 | 99

This is a subset; count on the stated rates, not on these rows.
